# Screens from PubChem BioAssay.
# PhoP inhibition: PhoP-dependent GFP reporter repression – Salmonella Typhimurium, primary screen (AID 1863); S. Typhimurium PhoP-regulated promoter GFP reporter, 4 h; higher % means a stronger effect; inhibition, % at 50 µM; hits with a dose series show IC50 in µM; 0.16% of 300,000 active;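 active = inhibition over 29.93%, a cutoff 3 SD above the screen mean, later confirmed by dose response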;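 also: 0% = low Mg2+ inducing control and 100% = high Mg2+ repressing control; strong numbers were not always called active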
# Lipid droplet: modulators of hepatic lipid droplet formation; AML12 mouse hepatocytes, oleate lipid droplets, BODIPY imaging; inhibition, % at 6.5 µM; 0.4% of 240,000 active; AID 1656;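 active = lipid droplet intensity inhibited by at least 50%, with more than 500 cells counted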
#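 Material: mouse AML12 hepatocyte cell line, fixed after treatment; Timing: compound with oleate, overnight; Technique: high-content imaging of BODIPY-stained droplets and DAPI nuclei; Probe or stimulus: oleate, 100 µM final; Dosing: compound at 6.5 µM only.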
# bCat nuc transl: beta-catenin nuclear translocation modulation; HeLa beta-catenin nuclear translocation, immunofluorescence imaging; nuclear translocation activity, % at 5 µM; 0.3% of 190,000 active; AID 1665;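 active = nuclear translocation activity above 50% at 5 µM, with a well cell count of 50 or more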;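 also: per-cell ratio of nuclear to cytoplasmic median beta-catenin stain intensity; plate controls were DMSO negative control for no effect and GSK-3 inhibitor IX positive control for full effect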
#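 Technique: fluorescence imaging of beta-catenin antibody stain plus DAPI / Material: human HeLa cell line / Incubation: compound treatment 24 h, 37°C, 5% CO2 / Read-out basis: % activation of per-cell nuclear versus cytoplasmic median beta-catenin signal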
# Autophagy mod: alters autophagy in cells; calls only at 10 µM (by protocol); MEF GFP-LC3 puncta imaging; test concentration mostly 10 µM; 0.98% of 190,000 active; AID 463193;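 active = percentage of spot-positive cells more than 3 SD above its plate mean, without a fluorescence outlier flag or 80% toxicity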;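 also: spot-positive cell cutoff set from DMSO-treated cells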
# Dynein cargo inh: dynein cargo transport inhibition; 3617.4 mouse cells, GR-EGFP nuclear translocation imaging; test concentration mostly 20 µM; stimulated with dexamethasone, 1 µM; stronger effect = lower value; z-score, hits read low; 0.47% of 220,000 active; AID 1381;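 active = plate z-score of nuclear minus cytoplasmic receptor signal below a set negative limit, without overly bright fluorescence or cell loss, cut at about -3.5 in these data, passing the limit was not always enough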;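 also: z-score of nuclear minus cytoplasmic ring GR-EGFP intensity difference per well; some compounds called inactive have numbers as strong as hits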
#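 Buffer or medium – tet-free medium with charcoal-stripped serum · Signal – automated 10x imaging of fixed Hoechst-stained cells · Also added – dexamethasone agonist, 1.0 µM final, for 30 min · Incubation – induction 48 h, compound 1 h, agonist 30 min · Read-out – GR-EGFP nuclear translocation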
# Insulin prom up: MIN6 insulin promoter up-regulation. MIN6 insulin promoter-GFP reporter, high-content imaging; stronger effect = higher value. z-score at 5 µM. 0.3% of 190,000 active. AID 1625;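 active = z-score above 3 at 5 µM with at least 500 cells counted in the well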
# CSM14.1 death rescue: rescue of cells from ER stress-induced death, primary screen, 384-well, CSM14.1, thapsigargin, ATP luminescence (AID 1222). CSM14.1 thapsigargin-induced death rescue, ATP luminescence; higher % means a stronger effect. cellular ATP content (survival), % at 20 µM; hits with a dose series show EC50 in µM. 190,000 tested, under 10 active;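 active = EC50 below 50 µM in the dose-response confirmation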;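 also: death triggered by thapsigargin at about 15 µM added after 2 h compound pretreatment; cell ATP read after overnight thapsigargin exposure of roughly 18 to 22 hours; normalized against plate controls of thapsigargin alone and 5% DMSO vehicle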
# MT stabilizer: stabilizes microtubules in HeLa cells; HeLa tubulin immunostaining HCS, 24 h; share of cells brighter than vehicle mean+2SD; % tubulin-high responders, % at 10 µM; 0.83% of 200,000 active; AID 2205;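 active = plate Z-score above 3 for both tubulin-high and condensed-nucleus cell shares, with cell loss under 80%, at 10 µM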;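 also: anti alpha tubulin signal scored within the nucleus-defined area of each cell; some results filed as inactive read as strong as hits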
# T cell modulator: modulates CD8 T cell binding to vesicles; 2C CD8+ T cell-vesicle binding, flow cytometry; stronger effect = lower value; calls only at 7 µM; 0.068% of 330,000 active;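 active = response, share of CD8 T cells binding vesicles, and their 90th percentile fluorescence all below set limits, cut at about 80% in these data, passing the limit was not always enough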
#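 Test system: purified 2C TCR transgenic mouse naive CD8+ T cells. Probe or stimulus: QL9-peptide-loaded Drosophila micro-vesicles bearing Ld, ICAM-1 and B7-1. Incubation: binding step 1.5 h, 37 °C, antibody labelling 20 min, ice. Measured by: flow cytometry of vesicle-bound cells.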
# Dynein cargo inh cytoplasmic EGFP: further read-out of Dynein cargo inh, marked with its call; z-score; measured here: cytoplasmic GR-EGFP intensity; stronger effect = higher value
# Dynein cargo inh nuclear GR-EGFP: second read-out of Dynein cargo inh, no call of its own (marks repeat the call); z-score; measured here: nuclear GR-EGFP intensity;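 lower value marks the stronger effect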
# Dynein cargo inh cell count: also measured in Dynein cargo inh; calls as there; z-score; measured here: cell count per field
# Insulin prom up cell count: further read-out of Insulin prom up, marked with its call; cell count; measured here: cytotoxicity, nuclei count;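 total cells summed across four imaged fields per well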
# Lipid droplet cells 6.5 µM: also measured in Lipid droplet; calls as there; cell count; measured here: cell count, cytotoxicity flag;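 cells counted across two imaged fields per well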
# bCat nuc transl cell count 5 µM: recorded beside bCat nuc transl, whose call it bears; cell count; measured here: cell count, cytotoxicity flag
# T cell modulator vesicle-bound %: also measured in T cell modulator; calls as there; double positive events, %; measured here: CD8+ vesicle-bound cell fraction;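 binding gate set so that unloaded-vesicle control wells show 10% double positive cells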
# MT stabilizer Hoechst-high %: recorded beside MT stabilizer, whose call it bears; % Hoechst-high responders; measured here: nuclear condensation Hoechst responders;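 share of cells brighter than vehicle mean plus two SD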
# MT stabilizer cytotoxicity %: further read-out of MT stabilizer, marked with its call; toxicity, %; measured here: cytotoxicity by cell density;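 0% = mean cell density of plate MIN control wells and 100% = no cells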
# Autophagy mod cell loss 18 h: second read-out of Autophagy mod, no call of its own (marks repeat the call); toxicity, %; measured here: cell loss, nuclei count;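 cell loss after 18 h compound exposure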
# Active calls of the source: *; i = inactive; / = no result given; + = active, no number.
canonical_smiles,PhoP inhibition,Lipid droplet,Lipid droplet cells 6.5 µM,bCat nuc transl,bCat nuc transl cell count 5 µM,Autophagy mod,Autophagy mod cell loss 18 h,Dynein cargo inh,Dynein cargo inh cytoplasmic EGFP,Dynein cargo inh nuclear GR-EGFP,Dynein cargo inh cell count,Insulin prom up,Insulin prom up cell count,CSM14.1 death rescue,MT stabilizer,MT stabilizer Hoechst-high %,MT stabilizer cytotoxicity %,T cell modulator,T cell modulator vesicle-bound %
Cc1ccc(N(C(=O)c2sc(C)nc2C)C(C(=O)NC(C)(C)C)c2ccncc2)cc1 (stereo unspecified),1%,0,721,-0.4,953,i,1,-0.55,-0.37,-0.29,1.4,-0.05,1656,0.4%,1.7,1.5,6.3,i,14
Fc1ccc2nc(Nc3nc4cc5c(cc4s3)OCCO5)sc2c1,-5%,6,713,-8.0,531,i,-5,-0.61,-0.26,-0.78,0.44,0.68,1461,-1.2%,4.0,2.9,1.0,i,41
CCOc1cccc2sc(Nc3nc4ccc(NC(C)=O)cc4s3)nc12,-12%,3,650,2.8,462,i,-8,-1,-0.22,-0.088,0.85,0.38,1076,-0.1%,1.4,1.8,3.3,i,47
N=C1/C(=C\c2coc3ccccc3c2=O)C(=O)N=C2SC=CN12,-5%,-16,726,0.5,1334,/,/,-0.73,-0.22,0.081,-0.12,0.37,1018,/,/,/,/,i,21
CCOC(=O)/C(C#N)=C/c1cn(CCOc2ccc(OC)cc2)c2ccccc12,1%,-38,669,1.5,1083,i,42,0.82,-0.058,0.65,-0.66,-0.36,1369,5.6%,3.0,3.0,5.1,i,59
CC(C)CCNC(=O)C1CC(=O)N(C2CCCC2)C1 (stereo unspecified),-15%,-27,788,/,/,i,8,1,-0.15,0.55,-0.15,-0.02,911,1.1%,1.2,1.4,10,i,53
CCC/C=N/NC(=O)c1cc(Br)ccc1O,20%,-16,443,-0.7,886,i,-19,4.3,0.061,2.5,-2.5,/,/,1.1%,2.6,2.7,8.6,i,42
CC(=O)c1ccc(N2C(=O)C3C(C2=O)C(C(=O)c2ccc(Cl)cc2)N2CCCC32)cc1 (stereo unspecified),-20%,-15,718,-7.7,1314,i,-3,-0.65,0.14,-0.35,-1,-1.5,908,-0.7%,1.2,0.9,7.0,/,/
COc1ccccc1/C=N/n1cnnc1,1%,2,806,1.6,1049,i,2,0.89,-0.28,1,-0.64,0.66,1078,4.0%,6.4,2.1,6.5,i,37
CCn1c(=O)[nH]c2ccccc2c1=O,12%,/,/,-1.2,1278,i,1,0.12,-0.062,0.25,-0.91,-0.4,1504,0.8%,4.6,2.7,14,i,59
COc1ccc(CC(=O)NNC(=O)c2cccnc2)cc1OC,1%,-7,625,0.2,1575,i,0,0.23,-0.3,0.23,0.66,0.71,1577,0.3%,3.0,2.4,9.4,i,58
Cc1sc2ncnc(OCC(=O)c3ccc(S(=O)(=O)N4CCCC4)cc3)c2c1C,-1%,/,/,-9.0,1015,i,-7,-0.89,-0.19,-0.38,0.099,-0.95,1242,-0.1%,2.5,0.8,8.1,i,49
CCn1c(SCC(=O)OC(C)C)nnc1-c1ccccc1,-8%,-1,735,-1.3,1338,/,/,-0.28,-0.22,-0.16,-0.042,0.7,1429,/,/,/,/,i,20
COC(=O)C1=C(C)N=C2SCCC(=O)N2C1c1cc(Br)ccc1OC (stereo unspecified),0%,/,/,2.5,1481,i,-2,0.39,-0.046,0.25,0.68,0.04,1590,-0.9%,6.1,2.7,8.1,i,39
Cc1c(NC(=O)COC(=O)C2CC3C=CC2C3)c(=O)n(-c2ccccc2)n1C (stereo unspecified),-4%,/,/,/,/,i,-2,-0.38,-0.19,-0.18,0.91,-0.36,1119,1.0%,1.7,0.9,4.0,i,52
CCNC(=S)N1CCN(S(=O)(=O)c2ccccc2C(F)(F)F)CC1,1%,8,583,0.6,1081,i,1,-0.007,0.87,-0.33,-0.86,0.5,1206,-0.8%,1.9,3.0,8.0,i,48
C=CCn1c(-c2ccc(=O)n(Cc3ccccc3)c2)n[nH]c1=S,-2%,22,690,-4.2,1077,i,4,-0.48,0.92,0.072,0.66,-0.05,1477,3.0%,2.6,1.7,4.1,i,36
CCCCC(=O)Nc1cccc(-c2cn3ccsc3n2)c1,7%,/,/,-0.3,846,i,-1,0.092,-0.22,0.21,-0.085,0.22,1344,-2.7%,1.7,2.5,7.7,i,59
COC(=O)c1c(NS(=O)(=O)c2ccc3ccccc3c2)sc2c1CCCC2,0%,-40,748,/,/,i,-18,-0.51,-0.25,-0.075,0.62,0.63,811,0.2%,2.1,1.1,6.3,i,9
CC[C@@H](C)[C@H](NC(=O)OCc1ccccc1)c1nnc([C@@H](NC(=O)OCc2ccccc2)[C@@H](C)CC)o1,4%,6,750,0.3,1360,/,/,-0.4,-0.77,-0.14,0.034,0.15,1026,/,/,/,/,i,32
CN(CP(=O)(O)CN(C)S(C)(=O)=O)S(C)(=O)=O,-7%,/,/,/,/,i,30,0.073,-0.33,0.11,-0.21,-0.04,1163,1.3%,5.2,4.0,4.9,i,35
COc1ccc(Cc2nnc(NC(=O)Cc3cccs3)s2)cc1,7%,/,/,-6.1,690,i,13,-1.9,-0.0018,-0.65,-0.26,3.5*,1269*,-2.0%,3.4,2.8,11,/,/
Cc1ccc2c(c1)NC(=O)C(CC(=O)NC1CCCCC1C)O2 (stereo unspecified),10%,4,718,-1.9,1163,/,/,-0.27,-0.23,0.1,-0.24,/,/,/,6.6,1.7,10,i,38
CCOC(=O)C1(Cc2ccccc2C)CCCN(C(=O)c2ccnn2C)C1 (stereo unspecified),-7%,-31,663,-3.0,1228,i,-25,-0.18,-0.27,-0.042,0.35,0.19,1351,-1.7%,3.4,2.9,4.8,i,54
COc1ccccc1C1CC(c2cccs2)=Nc2ccccc2S1 (stereo unspecified),1%,10,785,-4.6,1185,i,-9,0.89,0.09,0.9,-1.4,/,/,-2.2%,2.6,1.1,1.8,i,66

# Three entries from above, ordered by the number in MT stabilizer Hoechst-high %, rising:
SMILES | MT stabilizer Hoechst-high %
COc1ccccc1C1CC(c2cccs2)=Nc2ccccc2S1 (stereo unspecified) | 1.1
CCOc1cccc2sc(Nc3nc4ccc(NC(C)=O)cc4s3)nc12 | 1.8
CCOC(=O)C1(Cc2ccccc2C)CCCN(C(=O)c2ccnn2C)C1 (stereo unspecified) | 2.9

# Later entries
canonical_smiles,PhoP inhibition,Lipid droplet,Lipid droplet cells 6.5 µM,bCat nuc transl,bCat nuc transl cell count 5 µM,Autophagy mod,Autophagy mod cell loss 18 h,Dynein cargo inh,Dynein cargo inh cytoplasmic EGFP,Dynein cargo inh nuclear GR-EGFP,Dynein cargo inh cell count,Insulin prom up,Insulin prom up cell count,CSM14.1 death rescue,MT stabilizer,MT stabilizer Hoechst-high %,MT stabilizer cytotoxicity %,T cell modulator,T cell modulator vesicle-bound %
CN(C)/N=C/C=C1\CCC/C(=C\c2ccc(F)c(F)c2)C1=O,-2%,4,626,3.1,838,+,-7.9*,-3,0.51,-1.3,0.69,-0.45,1465,-0.8%,4.6,2.9,5.9,i,34
Cc1ccc(-c2ccc(=O)n(CCC(=O)NCCN3CCCCC3C)n2)cc1 (stereo unspecified),-3%,-4,725,/,/,i,1,0.32,-0.25,0.022,0.091,-1.3,1248,-1.7%,2.4,1.2,1.8,i,20
O=C(NNC(=O)c1ccc(Oc2ccc(C3SCCS3)cc2)o1)c1ccc(Cl)cc1,-3%,-14,758,-0.4,1294,/,/,-0.015,-0.18,0.5,-0.36,-0.51,839,/,/,/,/,i,32
CCN(CC)C(=O)Cn1cc(/C=C(\C#N)C(=O)N2CCN(c3ccccc3)CC2)c2ccccc21,-13%,/,/,/,/,i,-1,-0.49,-0.19,-0.54,0.54,/,/,8.7%,0.8,1.7,7.3,i,21
COc1ccc(C(=O)NCc2cc(C)nc3ccccc23)cc1,-10%,-2,665,0.5,1466,i,4,-0.15,-0.21,-0.44,0.4,/,/,-1.0%,11,30,27,i,56
CSc1nc(N)cc(=O)[nH]1,-5%,/,/,-0.5,1283,/,/,-0.45,-0.26,-0.26,0.54,-0.44,1317,/,/,/,/,i,28
O=[N+]([O-])c1ccc(Cl)c(/C=N/n2c(-c3cccnc3)n[nH]c2=S)c1,-3%,4,664,2.5,947,i,17,-0.72,-0.31,-0.62,0.76,0.03,1499,-2.8%,3.5,4.6,1.8,i,38
COc1ccc(CCNc2c([N+](=O)[O-])ncn2C)cc1OC,-9%,2,799,-1.3,1281,/,/,-0.91,-0.24,-0.056,0.84,-0.18,1078,/,/,/,/,i,29
CCOC(=O)NN1C(=O)c2ccccc2NC1c1cccc(O)c1 (stereo unspecified),-10%,-4,685,0.9,1045,i,-12,0.12,-0.23,0.14,-0.073,-0.55,1376,-0.8%,3.4,2.6,7.7,i,37
